Assay outcomes from PubChem.
NPYLR7 ag: agonists of mosquito NPYLR7 receptor, primary screen, cell-based, Aedes aegypti, calcium fluorescence, mosquito biting behavior | AID 1259423, 2018 | HEK293T NPYLR7/Galpha15, GCaMP6s calcium fluorescence | activation, % at 10 µM | Aedes aegypti neuropeptide Y-like receptor 7 (NPYLR7) | actives 0.15% (n = 270,000); in the data active = activation above about 40%;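 also: 0% = vehicle and 100% = reference agonist at the receptor; some compounds past the cut are filed as inactive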
hcGAS lum: Primary biochemical luminescence assay for human cyclic GMP-AMP synthase inhibitors; AID 1259398, 2018; Q8N884; actives 0.081% (n = 290,000); recombinant h-cGAS, ATP depletion, Kinase-Glo luminescence; inhibition, % at 12.5 µM;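 also: 0% = vehicle reaction and 100% = reaction without DNA for no activity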
Target sequence (Q8N884 whole entry, looked up): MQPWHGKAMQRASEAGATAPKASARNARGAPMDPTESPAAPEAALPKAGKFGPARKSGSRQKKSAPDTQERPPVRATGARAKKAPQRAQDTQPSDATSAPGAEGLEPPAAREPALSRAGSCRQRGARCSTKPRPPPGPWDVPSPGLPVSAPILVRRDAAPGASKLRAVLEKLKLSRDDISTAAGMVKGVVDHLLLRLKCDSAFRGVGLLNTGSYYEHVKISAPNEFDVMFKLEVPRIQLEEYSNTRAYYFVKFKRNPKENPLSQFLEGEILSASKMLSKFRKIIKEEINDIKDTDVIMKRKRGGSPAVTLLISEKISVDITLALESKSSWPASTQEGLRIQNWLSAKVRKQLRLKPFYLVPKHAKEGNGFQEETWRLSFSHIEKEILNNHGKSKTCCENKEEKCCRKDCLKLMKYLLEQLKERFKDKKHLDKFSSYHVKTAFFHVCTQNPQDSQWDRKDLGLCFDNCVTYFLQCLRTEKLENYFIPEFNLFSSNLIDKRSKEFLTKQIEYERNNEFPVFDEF
mcGAS inh: cyclic GMP-AMP synthase inhibitors, mouse, primary biochemical chemiluminescence | Q8C6L5 | recombinant cGAS, Kinase-Glo ATP depletion luminescence | inhibition, % at 12.5 µM | actives 0.15% (n = 160,000);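 also: 0% = negative control wells and 100% = reference inhibitor with no enzyme activity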
* = called active by the depositor; · = no result given; & = joins results of further samples. Rule as the data show it, unless noted: active = inhibition above about 40%; inactive = the rest.

Results follow in this order: NPYLR7 ag	hcGAS lum	mcGAS inh
OCCC1CN(Cc2c(F)cccc2Cl)CCN1C1CCCCC1 (stereo unspecified)
  4.3&-2.7	-5.5&-5.1	·
CCc1ccc(CN(C)C(=O)c2ccc3c(c2)no[n+]3[O-])nc1
  -2.6	1.0	·
O=[N+]([O-])c1ccccc1OC1OC(CO)C(O)C(O)C1O (stereo unspecified)
  1.6	9.0	-1.7
CCn1cncc1-c1c(-c2ccccc2)ncn1Cc1cc(COC)n[nH]1
  13.9	-1.5	·
CC(C)(C)c1ccc(C(=O)N2CCC2(C)C(=O)NS(=O)(=O)c2ccc(F)cc2F)cc1 (stereo unspecified)
  2.6	-10.6	·
COc1ccc(NC(=O)C2(C)CCN2Cc2ccc(-c3ccccn3)cc2)cc1OC (stereo unspecified)
  1.3	-14.2	·
CCCCNC(=O)N1CCN(c2nc(CCC)nc3onc(-c4ccc5ccccc5c4)c23)CC1
  19.2	-3.9	-6.0
Cc1ccc(-n2ncc(C(=O)O)c2-c2ccccc2)cc1
  -5.7	1.1	-2.5
CCc1sc(C(=O)NCC(=O)N2CCCC2c2ccc(C)cc2)cc1C (stereo unspecified)
  -0.1	0.3	·
CCCCCCCC(=O)N(CC(=O)N1CCc2sccc2C1c1ccc(Cl)cc1Cl)Cc1ccco1 (stereo unspecified)
  2.2	-3.5	-2.4
COc1ccccc1Nc1ccc(S(=O)(=O)N2CCCC2)cn1
  2.0	1.3	-3.3
CCCC/C=C/c1cccc(Nc2ccc(OC)cc2)n1
  -7.2	-2.5	-1.8
O=C(O)CN1C(=O)/C(=C\c2ccc3c(c2)OCO3)SC1=S
  14.6	-4.4	-4.1
COc1cccc(C2=Nc3nnnn3C(c3ccc(OC)cc3OC)C2)c1 (stereo unspecified)
  15.0	-4.0	·
N#CC1C(Br)C(O)c2ccccc2N1C(=O)c1ccccc1 (stereo unspecified)
  -4.0	-0.5	·
O=C(CCC[C@@H]1[C@H]2CCCN3CCC[C@@H](CN1Cc1ccccc1)[C@@H]23)N1CCOCC1
  ·	-5.2	-5.8
Cc1[nH]c(=O)n(C)c(=O)c1CCc1nnc(SCC(=O)Nc2ccccc2F)o1
  -7.2	-3.5	-8.3
CCCc1[nH]n(-c2cccc(Cl)c2)c(=O)c1C1=C([n+]2cc(C)cc(C)c2)C(=O)N(CC(C)C)C1=O
  13.3	-8.7	-9.2
Cc1cc(Cl)ccc1Nc1nc(NCCN(C)C)nc2nccnc12
  3.7	6.5	·
c1cnc(-c2noc(CN3CCN(C4C5CC6CC(C5)CC4C6)CC3)n2)cn1 (stereo unspecified)
  4.3	-4.7	·

Random excerpt: 6 entries already listed, in no set order.
Results follow in this order: NPYLR7 ag	hcGAS lum	mcGAS inh
OCCC1CN(Cc2c(F)cccc2Cl)CCN1C1CCCCC1 (stereo unspecified)
  4.3&-2.7	-5.5&-5.1	·
CCCc1[nH]n(-c2cccc(Cl)c2)c(=O)c1C1=C([n+]2cc(C)cc(C)c2)C(=O)N(CC(C)C)C1=O
  13.3	-8.7	-9.2
O=[N+]([O-])c1ccccc1OC1OC(CO)C(O)C(O)C1O (stereo unspecified)
  1.6	9.0	-1.7
N#CC1C(Br)C(O)c2ccccc2N1C(=O)c1ccccc1 (stereo unspecified)
  -4.0	-0.5	·
c1cnc(-c2noc(CN3CCN(C4C5CC6CC(C5)CC4C6)CC3)n2)cn1 (stereo unspecified)
  4.3	-4.7	·
CC(C)(C)c1ccc(C(=O)N2CCC2(C)C(=O)NS(=O)(=O)c2ccc(F)cc2F)cc1 (stereo unspecified)
  2.6	-10.6	·

Single records, as listed above.
O=[N+]([O-])c1ccccc1OC1OC(CO)C(O)C(O)C1O (stereo unspecified) as listed: NPYLR7 ag: 1.6; hcGAS lum: 9.0; mcGAS inh: -1.7
COc1ccc(NC(=O)C2(C)CCN2Cc2ccc(-c3ccccn3)cc2)cc1OC (stereo unspecified) as listed: NPYLR7 ag: 1.3; hcGAS lum: -14.2; mcGAS inh: ·

Continued:
Results follow in this order: NPYLR7 ag	hcGAS lum	mcGAS inh
CCOC(=O)N1[C@@H](c2ccco2)[C@@H](CO)C[C@]12CCCCN(C)C2=O
  0.5	-9.4	-7.7
Cc1cc(N2CCCN(Cc3ccc(C)o3)CC2)ccn1
  1.2	-8.9	-16.0
N#Cc1ccsc1NC(=O)CN1CCC(Oc2ccccn2)CC1
  2.5	-0.6	·
Brc1ccc2nc(-c3ccccn3)c(Nc3ccc4c(c3)OCO4)n2c1
  -2.0	-5.0	·
CN(Cc1cc(C(C)(C)C)n[nH]1)Cc1coc2ccccc2c1=O
  3.4	-5.4	-10.4
O=C(CCn1c(=O)oc2ccc(Cl)cc21)NCCCc1ccccc1
  6.9	-1.1	-7.6
O=S(=O)(Nc1ccc2c(c1)OC1(CCCC1)O2)c1ccc2c(c1)OCCCO2
  5.8	-2.6	·
CC(=O)C1=C(c2ccccc2)N(C(C)=O)n2cnnc2S1
  2.7	-9.7	·
CCN1CCc2nc(NC(=O)c3csc(-c4cnn(C)c4)n3)sc2C1
  5.9	-6.5	·
Cc1ccc(F)c(S(=O)(=O)NC(=O)C2(C)CCN2C(=O)c2ccccc2)c1 (stereo unspecified)
  -2.5	-6.6	·
CC(=O)c1c(C)nn(CC(=O)NCc2nc3c(C)cccc3[nH]2)c1C
  2.8	-3.9	-6.0
c1cc2n[nH]c(C3CCCCC3)c2c(-c2ccsc2)n1
  0.2	-1.0	-1.2
CN1C(=O)CON=C1c1ccccc1
  4.5	1.1	·
Cn1c2ccccc2c(=O)c2c(=O)n(CCc3ccccc3)c(-c3cccs3)nc21
  8.2	-8.1	·
CN(C)CCNC(=O)c1coc(CN(CCc2c[nH]c3ccccc23)Cc2ccc(Cl)cc2)n1
  21.6	-2.6	-6.1
O=[N+]([O-])c1ccc(N2CCCCC2)cc1
  -14.2	2.8	·
Cc1onc(-c2ccccc2Cl)c1C(=O)Nc1cccc(C(=O)O)c1
  -1.3	-2.8	-5.4
CN(CCNc1ccc2c(c1)C(=O)CCC2)c1ccccc1
  3.9	-7.6	·
CCOCC(=O)Nc1c(C)nc2scc(C)n2c1=O
  13.3	-8.6	-6.3
Cc1ccc2c(c1)C(=O)N(C(C)C(=O)N(Cc1ccc(F)cc1)C1CC1)C2=O (stereo unspecified)
  -4.4	-12.9	·

Results follow in this order: NPYLR7 ag	hcGAS lum	mcGAS inh
CC1CCCN(c2nc(-c3cccc(Br)c3)nc3ccccc23)C1 (stereo unspecified)
  -1.5	-3.5	-5.2
Cc1cc2c(C)c(C(=O)O)sc2s1
  -2.7	-1.7	·
COc1ccc(CCN2C(=O)O[C@@H]3CN(S(=O)(=O)N4CCCC4)C[C@@H]32)cc1
  9.5&1.1	-0.4&-6.2	·
O=C(CSc1ccc2ccccc2n1)Nc1ccc(F)c(Cl)c1
  -1.0	-1.1	-4.9
Cc1cc(C)c2c(=O)[nH]n(C(=O)CCl)c2n1
  0.9	2.9	·
Fc1ccc(CC2CN(Cc3c[nH]c4ccccc34)CCO2)cc1 (stereo unspecified)
  -1.0	-4.7	-6.9
OCc1csc(COc2ccc(Cl)cc2CNCc2ccc3c(c2)OCO3)n1
  7.8	-1.9	·
S=C(NN=Cc1cccs1)NC1CCCCC1
  0.7	-3.1	·
Cc1cc(C)n2c(C#N)c(C#N)nc2n1
  2.2	-0.3	·
O=C(COc1cccc[n+]1[O-])N1CCc2ccccc21
  2.9	-5.2	·
N#Cc1ccc(Cc2cnc(N)s2)c(C(F)(F)F)c1
  17.9	-7.0	·
COc1ccc(-n2nnc3c(N4CCN(C(=O)c5ccccc5SC(F)F)CC4)ncnc32)cc1
  -16.9	-2.7	-2.4
Cc1cc(C)n(CC(C)Nc2ccc(-c3nccn3C)nn2)n1 (stereo unspecified)
  3.9	-3.8	-13.3
CC(C)C1CN(Cc2cnn(C)c2C2CC2)CCC(=O)N1CC1CC1 (stereo unspecified)
  5.3	-4.9	·
Cc1cc(C)c2c(n1)nn1c(N3CCN(CCOc4cccc5ccccc45)CC3)cc(C)nc21
  -0.2	-12.3	-11.1
COc1ccc(C(=O)Nc2ccc3oc(-c4ccc(C(C)(C)C)cc4)nc3c2)cc1[N+](=O)[O-]
  -3.5	-3.5	-2.2
Cc1ccccc1-n1c(SCc2nc(C(=O)N3CCN(Cc4ccccc4)CC3)cs2)nnc1-c1cccnc1
  -3.4	-16.1	-6.4
CCN(CC)S(=O)(=O)c1ccc(C(C#N)C(=O)CC(C)C)nc1 (stereo unspecified)
  9.3	-0.8	·
COc1ccc(CCNC(=O)c2c(-c3ccccc3)noc2C)cc1OC
  1.9	-5.7	·
CCOC(=O)C1(Cc2ccc(F)cc2F)CCCN(S(=O)(=O)c2ccsc2)C1 (stereo unspecified)
  2.9	-2.2	·

Results follow in this order: NPYLR7 ag	hcGAS lum	mcGAS inh
CCCc1cn(CC2CCN(C(=O)c3ccc4c(c3)OCO4)CC2)nn1
  0.7	-1.4	-16.5
Cc1ccc(C)c(NC(=O)CCC(=O)N2CCOCC2)c1
  1.4	-2.2	·
O=c1[nH]c(NC2CCN(Cc3ccccc3)C2)nc2c1cnn2-c1ccccc1 (stereo unspecified)
  0.5	-4.4	·
COc1ccc(-c2ccc3c(c2)COC2(CCN(C(=O)c4ccc(F)cc4)CC2)O3)c(OC)c1
  -3.1	-1.1	-1.3
COC(=O)c1ccc(OCc2nc(-c3ccccc3)no2)cc1
  -2.7	6.0	·
COCC1CN(c2ccc(C#N)cc2F)CCO1 (stereo unspecified)
  -3.5	-21.3	·
C=C(c1ccc(Cl)cc1)C1SC(=S)NC1=O (stereo unspecified)
  -9.3	-0.4	-1.0
COCCNC(=O)C1CCCN(C2CCN(C(=O)c3ccncc3F)CC2)C1 (stereo unspecified)
  -3.3	-4.8	·
CCN1C(=O)C(=Cc2ccccc2[N+](=O)[O-])SC1=S
  0.6	-5.0	-7.7
COc1ccc2nc(-c3ccc(NC(=O)c4ccccc4)cc3)cn2n1
  -10.1	-4.9	-11.0
O=C(c1cccs1)c1ccc(Cl)s1
  1.4	-5.9	·
CCS(=O)(=O)c1ccc2oc(-c3ccccc3NC(=O)c3ccccc3OC)nc2c1
  3.7	-9.4	-5.5
CCOC(=O)C(=CNc1c(C)n(C)n(-c2ccccc2)c1=O)C(=O)OCC
  -5.9	0.6	-1.2
CC(Oc1ccccc1)C(=O)NC1C(=O)N2C1SC(C)(C)C2C(=O)O (stereo unspecified)
  -2.5	-10.9	·
C=C(C)COc1cccc(C(=O)N2CCOCC2CC(=O)O)c1 (stereo unspecified)
  1.9	-6.9	·
CCOC(=O)CCC(=O)N1CCN(C(C(=O)Nc2cccc(OC)c2)C2CCCC2)CC1 (stereo unspecified)
  8.9	-4.9	-3.2
COCCNCC(=O)N(Cc1ccccc1)Cc1sccc1C
  11.5	-5.9	·
Cc1nc(N2CCOCC2)sc1C(=O)Nc1ccccc1
  -2.4	-8.7	-8.0
Oc1cc(O)c2c(c1)O[C@H](c1ccc(O)c(O)c1)[C@H](O)C2
  -19.4	19.2	·
CC(CCc1ccccc1)NC(=O)C1CCCN(c2cnc3ccccc3n2)C1 (stereo unspecified)
  2.1	-5.1	-11.1

Results follow in this order: NPYLR7 ag	hcGAS lum	mcGAS inh
CN(Cc1nc(CC2CC2)no1)CC1COc2ccccc2O1 (stereo unspecified)
  -0.6	-2.7	-2.8
CC1(C)CC(N2COc3c(cc(Cl)c4cccnc34)C2)CC(C)(C)N1
  6.0	2.7	2.4
O=C(Nc1nnc([C@@H]2C[C@H](O)[C@@H](CO)O2)s1)NC1CCCCC1
  -2.1	-4.1	-6.3
O=C(O)c1cccc(Br)c1I
  0.8	5.3	·
COc1ccc(CCNC(=O)CN2CN(c3ccccc3)C3(CCN(C(=O)COc4ccc(Cl)cc4)CC3)C2=O)cc1OC
  18.2	-8.4	-5.7
CCOC(=O)c1cc(C(C)(C)C)n(C2CCN(C(=O)C3=NNC(=O)CC3)CC2)n1
  -1.6	-4.5	-5.6
Cc1cc(C)n(-c2ccc(C(=O)Nc3ccccc3C(C)C)cc2)n1
  -8.8	-2.8	-2.3
O=C(CC1CSc2nc3[nH]ncc3c(=O)n21)Nc1ccc(Cl)cc1Cl (stereo unspecified)
  0.7	-5.8	·
Cc1c(C(=O)NCC2CCCO2)cnn1-c1ccc(F)cc1 (stereo unspecified)
  12.4	-6.2	-3.3
COC[C@H](C)n1cnc(-c2ccccc2)c1-c1cc2c(cc1OC)OCO2
  5.3	-4.5	-17.2
COc1ccc2[nH]c3c(c(=O)c2c1)CN(CC(=O)Nc1ccccc1C)CC3
  4.2	-3.0	·
COc1ccccc1OCc1nc(CN(CC(C)C)C(C)=O)cs1
  -18.9	1.5	1.2
CCc1nc2ccc(C(=O)N3CCCCC3)cn2c1N(C)Cc1cccs1
  -0.3	-7.6	-3.4
Cc1nnc(CN(C)C(=O)COc2ccc(I)cc2)n1C
  -5.6	-6.3	-12.3
O=C(CC1C(=O)Nc2ccccc2N1C(=O)c1cccs1)Nc1ccc(Cl)c(Cl)c1 (stereo unspecified)
  10.6	1.8	·
O=C(Cn1ncn2nc(-c3ccc(F)cc3)cc2c1=O)NCc1ccc(F)cc1
  -10.8	-7.9	-11.7
COC(=O)Cn1c(=O)c2c(nc3n2CCCN3c2cc(C)cc(C)c2)n(C)c1=O
  0.6	-10.6	·
COc1ccc(OCc2nc(C(=O)N3CCCC3)cs2)cc1
  -9.0	1.0	-2.8
O=C(Nc1ccccc1)c1cc2n(n1)CCNC2
  2.3	-0.9	-16.6
Cc1sc2ccccc2c1CN1CC(c2ccncc2)C1
  14.3	-6.0	·
c1ccc(CNc2nc3nonc3nc2N2CCC(OCc3cccnc3)CC2)cc1
  -3.2	-4.0	-4.0
COC(=O)C1C=CCN1C(=O)c1cc(COc2ccccc2)[nH]n1 (stereo unspecified)
  1.1	-7.8	-11.2
